AddAB inh – less growth of phage-infected E. coli with AddAB | E. coli expressing H. pylori AddAB, absorbance growth | inhibition, % at 11.9 µM | 0.29% of 330,000 active | AID 435030; in the data active = inhibition above about 12%;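 also: 0% = vehicle wells of infected cells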
phage Ecoli inh – E. coli growth loss with phage present. 0.26% of 360,000 active. growth absorbance. inhibition, % at 11.9 µM; in the data active = inhibition above about 11%
MOR-DOR inv ag – inverse agonists of human mu-delta opioid receptor heterodimerization; P35372+P41143; cell-based MOR-DOR heterodimer luminescence, inverse agonism; inhibition, % at 9.3 µM; 0.21% of 340,000 active; AID 504357; in the data active = inhibition above about 22%, passing the limit was not always enough;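 also: 0% = cells with DMSO and 100% = wells without cells with DMSO; values of inactives mirror those of a sister screen read the other way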
E coli growth – counter-screen for AddAB inhibitors: E. coli growth inhibition; inhibition, % at 11.9 µM; 0.27% of 330,000 active; E. coli V3065 growth, OD600 absorbance, 18 h;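 active = inhibition above the campaign's mean inhibition across all tested compounds plus 3 SD, cut at about 9.9% in these data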;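 also: uninfected addAB+ strain grown without phage in ampicillin broth; 0% = DMSO wells and 100% = ciprofloxacin 0.95 µg/ml wells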
HTR5A inv ag – inverse agonist of human HTR5A in OPRM1-OPRD1 counter-screen; P47898; HTR5A cell line, luminescence, inverse agonism; inhibition, % at 9.3 µM; 0.083% of 340,000 active; in the data active = inhibition mostly above about 23%, no sharp cut-off; inactive = mostly below about 18%;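 also: 0% = cells with DMSO and 100% = no-cell wells with DMSO; some compounds called inactive have numbers as strong as hits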
Pemphigus Ab inh – human desmoglein-3 autoantibody binding inhibition; P32926; DSG3-coupled beads, scFv-anti-DSG3-GFP binding, flow cytometry; stronger effect = lower value; binding (percent of control), % at 10 µM; 0.48% of 310,000 active;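 active = binding more than 3 SD below its plate's average and above zero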;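 also: hits lower antibody fragment binding to DSG3; some compounds called inactive have numbers as strong as hits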
Target sequence (P32926 whole entry, looked up, the tested form may be a part): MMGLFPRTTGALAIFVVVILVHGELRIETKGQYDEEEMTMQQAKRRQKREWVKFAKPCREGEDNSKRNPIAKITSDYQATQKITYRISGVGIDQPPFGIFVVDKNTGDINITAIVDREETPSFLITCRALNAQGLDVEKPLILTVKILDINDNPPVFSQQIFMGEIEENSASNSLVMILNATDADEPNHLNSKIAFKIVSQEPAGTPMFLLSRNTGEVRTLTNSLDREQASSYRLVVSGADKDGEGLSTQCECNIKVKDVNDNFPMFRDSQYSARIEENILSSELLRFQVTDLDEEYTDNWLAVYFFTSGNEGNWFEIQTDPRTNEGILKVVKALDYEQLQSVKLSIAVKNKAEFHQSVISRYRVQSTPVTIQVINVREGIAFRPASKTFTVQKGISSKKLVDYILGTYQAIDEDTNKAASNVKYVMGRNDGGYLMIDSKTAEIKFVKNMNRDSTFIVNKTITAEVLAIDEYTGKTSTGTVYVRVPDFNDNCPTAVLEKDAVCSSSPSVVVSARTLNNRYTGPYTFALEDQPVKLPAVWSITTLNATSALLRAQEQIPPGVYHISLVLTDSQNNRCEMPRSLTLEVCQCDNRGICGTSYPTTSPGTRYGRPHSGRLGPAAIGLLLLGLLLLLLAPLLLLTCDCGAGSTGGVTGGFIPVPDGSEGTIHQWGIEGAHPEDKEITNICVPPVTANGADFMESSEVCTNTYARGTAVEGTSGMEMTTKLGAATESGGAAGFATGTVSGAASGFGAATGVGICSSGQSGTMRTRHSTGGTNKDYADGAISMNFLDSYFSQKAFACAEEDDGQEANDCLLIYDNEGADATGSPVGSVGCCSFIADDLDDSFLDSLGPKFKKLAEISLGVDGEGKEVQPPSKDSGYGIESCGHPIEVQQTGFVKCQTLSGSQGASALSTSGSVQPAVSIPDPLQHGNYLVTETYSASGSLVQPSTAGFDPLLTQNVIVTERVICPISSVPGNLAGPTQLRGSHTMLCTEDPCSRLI
PKA-R1A activ – activates the PKA-R1A holoenzyme complex. activation, % at 11.4 µM. PKA-R1A dissociation, Cy5-IP20 fluorescence polarization; scaled: DMSO 0%, 113 µM cGMP 100%. 0.083% of 340,000 active. P00514+P68181;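 active = percent activation above the mean of all tested compounds plus 3 SD, cut at about 19% in these data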;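 also: higher means more PKAc released from R1A so a rise in polarization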
Mot1-301 SUMO – blocks SUMOylation pathway, rescuing yeast Mot1-301 growth; 1% of 320,000 active; AID 2716; S. cerevisiae Mot1-301 growth rescue, ATP luminescence, 38.5C; percent above DMSO median, 100 means doubled; growth rescue, % at 18.8 µM;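 active = every valid replicate shows activation above 250% relative to neutral control wells; inactive = the rest, any valid replicate at or below 250%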;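 also: OY570 slx delta 5 strain wells were the positive control but not used for scaling; some compounds called inactive have numbers as strong as hits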
PfHsp90 set2 – growth inhibition of yeast expressing Plasmodium Hsp90; S. cerevisiae expressing PfHsp90, BacTiter-Glo ATP, 48 h; yeast lacking PDR1 and PDR3 efflux regulators; 0.32% of 310,000 active; inhibition, % at 9.4 µM;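 active = every replicate shows inhibition above about 80%, whatever the replicate mean, limit read from the data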;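 also: 0% = DMSO neutral controls and 100% = 20 µM radicicol positive controls; yeast relying on Plasmodium falciparum Hsp90 in place of its own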
OPRM1-OPRD1 ag – OPRM1-OPRD1 heterodimerization agonism. P35372+P41143. activation, % at 9.3 µM. AID 504326. 0.3% of 340,000 active. cells, luminescence; in the data active = activation above about 18%;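 also: 0% = vehicle-treated cells and 100% = reference agonist; values of inactives mirror those of a sister screen read the other way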
HTR5A ag – HTR5A agonism, opioid heterodimer counter-screen. HTR5A agonist assay, luminescence, cell-based. activation, % at 9.3 µM. 0.61% of 340,000 active. AID 504692; in the data active = activation mostly above about 9.5%, no sharp cut-off; inactive = mostly below about 7.6%;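 also: 0% = cells with vehicle only and 100% = reference agonist; strong numbers were not always called active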
* hit, by the source's call; / = not tested or not shown.

SMILES | AddAB inh | phage Ecoli inh | MOR-DOR inv ag | E coli growth | HTR5A inv ag | Pemphigus Ab inh | PKA-R1A activ | Mot1-301 SUMO | PfHsp90 set2 | OPRM1-OPRD1 ag | HTR5A ag
CC1CN(c2ncc(/C=N/NC(=O)c3ccccc3O)s2)CC(C)O1 (configuration not stated) | 6.3 | 4.3 | 10.4 | -1.7 | 6.8 | 97.5 | -3.4 | -18.0 | -86.0 | -2.1 | -2.5
COc1ccc(CCNC(=O)Cn2nnc(C(=O)Nc3cc(C)ccc3C)c2N)cc1OC | 3.4 | 0.8 | 0.6 | -1.7 | -2.5 | / | -8.9 | 3.9 | -18.1 | -0.1 | 0.7
CC1(C)CC(=O)C(N=Nc2ccc3ncsc3c2)=C(O)C1 | 0.6 | 2.4 | 18.9 | -1.5 | -21.3 | 97.6 | -6.3 | 6.1 | -5.8 | -3.4 | -2.6
O=C(Nc1ncccc1O)C1CCN(S(=O)(=O)c2ccc3ccccc3c2)CC1 | 1.7 | -2.6 | 8.1 | 3.6 | -1.3 | 96.0 | -12.4 | 7.3 | 16.5 | -1.6 | 0.5
CCCNc1nc(C)nc2c1cnn2CCc1ccccc1 | 4.1 | -0.1 | 7.3 | 1.5 | 2.4 | 102.5 | -1.4 | 4.1 | 2.0 | -1.3 | -5.9
O=C(COc1ccccc1Cl)NC(=S)Nc1ccccc1N1CCCC1 | 2.9 | 3.2 | -11.9 | -0.8 | -25.2 | / | -5.1 | 118.5 | 8.9 | 2.3 | 2.6
CC(=O)N(Cc1cc(=O)[nH]c2ccccc12)c1ccccc1 | 2.0 | 4.1 | 16.1 | 0.7 | 8.1 | 97.8 | -6.6 | -12.4 | -5.0 | -2.8 | -6.9
Oc1nc(Nc2ccc(F)cc2)sc1/C=C1\C=Nc2ccccc21 | 1.0 | 1.7 | -34.0 | -1.3 | 9.9 | 101.5 | -11.7 | 110.6 | -2.7 | 6.7 | -0.2
Cc1ccc(Cl)cc1N1C(=O)CC(C)(C)CC1=O | 0.2 | -0.1 | 18.1 | -2.9 | 10.0 | 97.1 | -1.3 | 7.4 | -25.2 | -3.6 | -2.7
CC(NC(=O)c1cccc(Cl)c1)C1CC2CCC1C2 (configuration not stated) | 1.0 | 1.7 | 9.9 | 2.3 | -6.8 | 92.9 | -4.2 | 128.4 | -17.6 | -1.6 | -1.7
COc1ccc(OC)c(NC2c3ccccc3C(=O)N2Cc2ccc3c(c2)OCO3)c1 (configuration not stated) | 0.2 | -0.5 | -3.7 | -2.0 | -3.2 | 104.2 | -11.7 | 8.5 | 0.6 | 0.7 | -2.7
CCCc1nc2ccccc2c(=O)n1/N=C/c1ccc(O)cc1 | 3.0 | 0.2 | -12.1 | -1.3 | 6.2 | 109.9 | -11.6 | -3.3 | -15.3 | 2.9 | -0.7
COc1ccc(Cl)cc1NC(=O)c1cccc(N2C(=O)C3CC=CCC3C2=O)c1 (configuration not stated) | 1.8 | 0.0 | 9.7 | -1.6 | -18.4 | 101.2 | -9.7 | -7.1 | 10.0 | -1.4 | 4.2
CCC(C)n1c(=N)c(C#N)cc2c(=O)n3cc(C)ccc3nc21 (configuration not stated) | -3.6 | 1.2 | 8.4 | -3.2 | 2.9 | 101.8 | 7.0 | -11.7 | -7.8 | -1.7 | 1.9
CCOC(=O)c1cc(C)n(-c2ccc(Cl)cc2)c1C | -1.4 | 2.6 | -44.6 | 0.8 | -21.8 | / | -13.8 | 2.4 | 6.2 | 9.0 | 8.4
CCc1noc(C)c1C(=O)N1CCN(S(=O)(=O)c2ccc(C(C)C)cc2)CC1 | 5.0 | -2.1 | 10.0 | -1.2 | 7.5 | 109.4 | -0.1 | 2.5 | / | -1.6 | -2.7
COc1ccccc1CC(=O)Nc1ccc(OC)c(OC)c1 | 1.9 | 2.7 | -1.5 | 3.4 | -8.8 | 109.7 | 0.7 | 8.2 | 32.5 | 0.3 | 0.4
O=C(Nc1ccccc1C(=O)O)c1cccc(C(=O)Nc2ccccc2C(=O)O)c1 | 1.7 | 0.7 | 7.9 | -2.1 | -34.1 | 103.7 | -8.5 | 58.6 | 1.0 | -1.6 | 9.2
CCOc1ccc(NC(=O)CN(c2ccc(OC)cc2)S(C)(=O)=O)cc1 | 1.1 | 1.1 | 11.4 | -0.5 | -2.6 | 106.0 | -2.6 | 2.6 | -9.1 | -2.8 | 1.1
COc1ccc(N2C(=O)NC(NS(=O)(=O)c3ccc(Cl)cc3)(C(F)(F)F)C2=O)cc1 (configuration not stated) | 1.1 | 1.3 | 4.9 | -2.0 | 16.7 | 112.8 | -8.2 | 10.6 | 5.3 | -0.9 | -6.9
COC(=O)C1C(=O)c2c([nH]c(C(=O)OC3CCCC3C)c2C)CC1C (configuration not stated) | 0.6 | 1.7 | -1.1 | -4.0 | 7.4 | 110.0 | -16.2 | -4.6 | -19.5 | 0.2 | -2.8
COc1ccc(/C=C/c2onc(C)c2S(=O)(=O)N2CCC(C(=O)N3CCCCCC3)CC2)cc1 | 3.1 | 2.4 | 8.0 | -0.5 | -8.0 | 101.9 | -6.3 | 13.7 | -0.5 | -1.5 | 3.3
Cc1nn(-c2ccccc2)c2sc(C(=O)c3c(N)n(C)c(=O)n(C)c3=O)cc12 | 3.5 | 2.5 | -18.5 | -0.6 | -10.7 | 102.5 | -12.1 | -13.9 | -9.5 | 3.8 | 4.4
COc1ccc(S(=O)(=O)N2CCCC(C(=O)Nc3ccc(NC(=O)c4ccccn4)cc3)C2)cc1 (configuration not stated) | 1.4 | 3.7 | -17.1 | 1.8 | -44.4 | 100.7 | -6.0 | -9.2 | -33.3 | 3.1 | 1.2
CN(c1ccc(C(=O)NCCSCc2ccccc2)cc1)S(=O)(=O)c1ccccc1 | 1.3 | 3.0 | 18.9 | -0.6 | 0.1 | 86.4 | 1.8 | / | -7.5 | -3.4 | 0.0
CN(C)CC1CC/C(=C\c2ccc(O)cc2)C1=O (configuration not stated) | / | 1.1 | 41.3* | / | 24.0 | 92.5 | -2.2 | / | 144.7* | -9.4 | -6.3
CC(=O)C[C@H](O)CC(=O)[C@H]1OC(=O)CCCCCCCCc2ccccc21 | 0.1 | 3.0 | -8.2 | -1.1 | 1.7 | 95.9 | 2.9 | 9.2 | 4.9 | 1.8 | 5.8
O=C(CSc1nnnn1C1CCCC1)NCc1ccccc1 | -2.8 | -2.5 | 6.1 | -1.5 | -37.2 | 99.5 | -6.2 | 3.0 | 2.5 | -1.1 | 2.7
CCn1c2ccccc2c2cc(NC(=O)CNCC3CCCO3)ccc21 (configuration not stated) | 0.4 | 4.7 | -13.9 | -0.8 | -2.1 | 99.6 | 2.2 | 505.2 | 4.4 | 2.4 | 0.8
CC(=O)c1cccc(S(=O)(=O)NCCCN2CCOCC2)c1 | 2.7 | 0.7 | 7.4 | 0.7 | 5.9 | 102.7 | 0.1 | 12.7 | 24.6 | -2.0 | 5.0
Cc1cc(=O)[nH]c(SCC(=O)Nc2ncc(S(=O)(=O)c3ccc([N+](=O)[O-])cc3)s2)n1 | 1.8 | 4.7 | -19.2 | -1.4 | -22.5 | 99.1 | -4.5 | -8.3 | -10.6 | 4.1 | 1.2
O=C1c2ccccc2C(=O)N1CCCCN(C(=O)c1cc2ccccc2oc1=O)c1ccc(F)cc1F | 0.6 | 4.1 | 1.4 | 1.9 | 1.1 | 99.3 | 0.0 | 6.9 | -22.8 | -0.2 | -0.4
O=Cc1cn(-c2ccccc2)nc1-c1cc2ccccc2oc1=O | -1.6 | 2.7 | 12.1 | 0.1 | 6.1 | 106.3 | 1.4 | 20.9 | 7.5 | -2.1 | 0.8
CCOc1ccccc1NC(=O)CSc1nc(=O)n(CCN2CCOCC2)c2c1CCCC2 | -1.0 | 0.7 | 4.9 | -1.1 | 8.6 | 98.9 | 0.5 | -4.8 | 18.8 | -0.8 | 4.0
Cc1ccc(S(=O)(=O)N2CCN(C(=O)CN(Cc3ccco3)Cc3cccs3)CC2)cc1 | / | 2.0 | 9.7 | / | -21.3 | 102.4 | -4.8 | / | 11.5 | -1.8 | 5.9
O=C(Cn1cnc2scc(-c3ccccc3)c2c1=O)N1CCOCC1 | 3.2 | 2.1 | 8.1 | 0.9 | -13.7 | 104.2 | -0.5 | 9.3 | -9.8 | -1.4 | -3.2
COc1ccccc1C(=O)NC(=O)CSc1nncn1C(C)C | 0.2 | -0.1 | 18.7 | 1.3 | 13.4 | 101.4 | -14.4 | 3.7 | 0.7 | -3.8 | 6.0
CCc1c(C(C)=O)oc2ccc3c(C)cc(=O)oc3c12 | -2.8 | 2.8 | 10.3 | -2.4 | -0.3 | 101.1 | -11.3 | -3.1 | -5.0 | -1.9 | 5.0
CCCC[C@@H](CNC)NC[C@H](NCCCCC1CCCCC1)C(C)C | 2.6 | -0.2 | -26.8 | -1.8 | -18.3 | 104.5 | -4.4 | -23.2 | / | 4.9 | 2.8
CCCCn1c(N)c(N(CCOC)C(=O)C2CCN(C(=O)c3ccc(F)cc3)CC2)c(=O)[nH]c1=O | -1.1 | 4.0 | 3.7 | -1.5 | 21.1 | 99.7 | 6.0 | 109.9 | -9.7 | -0.6 | 8.1
Cc1cc(OCc2nc(-c3cccnc3)no2)c(C)cc1Br | -1.9 | 2.5 | 5.3 | 0.2 | -32.4 | 110.4 | -8.0 | 43.4 | -12.4 | -0.9 | 0.4
CC(C)(C)c1ccc(OCC(O)CN2CCOCC2)cc1 (configuration not stated) | 0.7 | 2.7 | 15.7 | 2.8 | 0.0 | / | 4.4 | 162.5 | -15.9 | -3.2 | -4.5
CCOc1ccc(NS(=O)(=O)c2ccc(C(=O)N3CCCC3)cc2)cc1 | 1.5 | 4.6 | 6.4 | 0.6 | -4.4 | 108.9 | 1.7 | -2.9 | 16.4 | -1.2 | 1.6
COc1ccc(C(=O)Nc2ccnn2C2CCN(C(=O)C3CCOC3)CC2)cc1 (configuration not stated) | 1.3 | -1.2 | 16.6 | -0.9 | -20.8 | 101.0 | -6.2 | -6.3 | 4.0 | -3.2 | -2.4
Cc1ccc(C(=O)COc2ccccc2C(=O)Nc2ccccc2)cc1 | -0.6 | 1.6 | -3.2 | -2.7 | 6.8 | 98.6 | -11.7 | 51.3 | -5.2 | 0.6 | -1.3
Cc1ccc(C)c(-n2ccnc2SCC(=O)O)c1 | -1.9 | 5.2 | 11.4 | -0.1 | -35.1 | 108.3 | -5.5 | -3.3 | 6.2 | -2.0 | -3.8
COc1ccccc1CCCNC(=O)C1CCC(=O)N(CCc2cccc(F)c2)C1 (configuration not stated) | 0.6 | 1.2 | -2.6 | 0.2 | 6.3 | 106.9 | 1.6 | -14.8 | 20.9 | 0.8 | 1.1
C#CCOCCOCCOCCNc1nc(N2CCN(C(=O)[C@H]([C@@H](C)CC)n3cc(CCCCN)nn3)CC2)nc(N2CCN(C(=O)[C@H](C)n3cc(CCC(=O)O)nn3)CC2)n1 | 3.6 | 2.5 | 5.2 | -3.0 | -19.8 | 99.1 | -1.3 | -2.8 | -21.2 | -0.9 | 0.0
Cc1ccc(C)c(NC(=O)CCN2CCN(c3ccccc3F)CC2)c1 | 2.6 | 3.2 | 5.9 | 2.1 | 0.7 | 94.0 | -4.5 | 2.2 | 36.4 | -1.3 | -0.2

High-throughput results: PubChem BioAssay, several laboratories
